14-3-3 PPI: 14-3-3 gamma protein interaction modulation. P61981. FP, 14-3-3gamma / TMR-pS259-Raf peptide binding. inhibition, % at 40 µM. 160,000 tested, 0.19% active; in the data active = inhibition above about 30%;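 note: 0% = protein plus tracer without compound and 100% = blank with tracer alone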
Target sequence (P61981 whole entry, looked up): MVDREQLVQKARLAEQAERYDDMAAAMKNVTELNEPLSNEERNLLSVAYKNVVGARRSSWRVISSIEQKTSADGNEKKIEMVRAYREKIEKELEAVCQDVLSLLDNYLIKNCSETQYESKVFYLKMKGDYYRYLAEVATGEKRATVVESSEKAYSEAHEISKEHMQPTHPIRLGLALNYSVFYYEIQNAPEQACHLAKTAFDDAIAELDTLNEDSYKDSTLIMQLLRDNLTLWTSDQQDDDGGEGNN
Active calls of the source: *; & = joins results of further samples.

#	SMILES	14-3-3 PPI
1	CCOC(=O)C(N)C(O)c1ccccc1[N+](=O)[O-] (centres undefined)	-10
2	COC(=O)c1ccc(CSc2ncn[nH]2)o1	6
3	Cc1cc(=O)oc2cc(OCC(O)CN3CCN(c4ccccc4)CC3)ccc12 (centres undefined)	-3
4	Cc1nc2sc(C(=O)Nc3ccccc3)c(N)c2c(C)c1[N+](=O)[O-]	-6
5	CN1C(=S)SC(/[N+]([O-])=C\c2cccs2)C1(C)C (centres undefined)	3
6	CCn1c(=N)c(C(=O)NCCCOC)cc2c(=O)n3ccccc3nc21	-5
7	CCc1c(C)sc(NC(=O)c2cc3ccccc3c(=O)o2)c1C(N)=O	-21
8	COc1ccc(CCNc2nc(-c3ccccc3F)nc3ccccc23)cc1OC	8
9	COC(=O)CN(C)C1CC(=O)N(c2ccc(Cl)cc2)C1=O (centres undefined)	-3&-7
10	O=C(C1CCC(Cn2c(=S)[nH]c3ccccc3c2=O)CC1)N1CCN(C2CCCCC2)CC1 (centres undefined)	1
11	CCn1c(COc2ccccc2C)nnc1SCC(=O)CC(=O)Nc1ccccc1OC	-7
12	COc1ccc(CNC(=O)C2COc3ccccc3O2)cc1 (centres undefined)	-16
13	O=C(CN1CCN(Cc2ccc(F)cc2)C1=O)NCc1ccccc1Cl	-10
14	Cc1cc(C)n2nc(SCC(=O)O)nc2n1	-11
15	Cc1ccc(-n2c(SCc3cccnc3)nc3[nH]ncc3c2=O)cc1C	1
16	CC(=O)N1CCN(CCN=CC2=C(O)CC(c3ccco3)CC2=O)CC1 (centres undefined)	2
17	CCC(C)NC(=O)CSc1nnc(-c2ccncc2)n1-c1ccc(OC)cc1 (centres undefined)	-4
18	CCOC(=O)c1cccc(NC(=O)CS(=O)(=O)Cc2nc(-c3cccc(OC)c3)oc2C)c1	-7
19	CCn1cc(C(=O)N2CCN(c3cc(Cl)ccc3C)CC2)c2cc(OC)c(OC)cc2c1=O	13
20	CCCCNC(=O)C1(O)c2cc(Br)ccc2NC(=O)N1c1ccc(Cl)cc1 (centres undefined)	-10
21	CN(c1ccc(C(=O)NCCSC(C)(C)C)cc1)S(C)(=O)=O	2
22	O=C(Cc1ccc(-n2cccc2)cc1)N1CCc2ccccc21	-9
23	CC(C)OC(=O)C1C(=O)CC(C)(O)C(C(=O)OC(C)C)C1c1ccccn1 (centres undefined)	-3
24	O=C(Nc1ccc(Br)cc1)c1cc(S(=O)(=O)N2CCCCC2)ccc1Cl	-8
25	COc1cccc(NC(=O)N(CCCN2CCOCC2)C(C)c2cc3cccc(OC)c3o2)c1 (centres undefined)	-4

Some of these compounds in order of their number in 14-3-3 PPI, highest first:
# | structure | 14-3-3 PPI
15 | Cc1ccc(-n2c(SCc3cccnc3)nc3[nH]ncc3c2=O)cc1C | 1
3 | Cc1cc(=O)oc2cc(OCC(O)CN3CCN(c4ccccc4)CC3)ccc12 (centres undefined) | -3
25 | COc1cccc(NC(=O)N(CCCN2CCOCC2)C(C)c2cc3cccc(OC)c3o2)c1 (centres undefined) | -4
1 | CCOC(=O)C(N)C(O)c1ccccc1[N+](=O)[O-] (centres undefined) | -10

New compounds follow:
#	SMILES	14-3-3 PPI
26	Cc1ccc(NC(=O)c2sc3nc(-c4cccs4)ccc3c2N)cc1F	-28
27	Cc1noc(C)c1COc1ccc(C(=O)OCc2nnc(-c3ccc(Cl)cc3)o2)cc1	-10
28	CC1CCCCC1NC(=O)c1ccc(CNS(=O)(=O)c2ccc(F)cc2)cc1 (centres undefined)	-5
29	COC(=O)c1[nH]c(C)c(/C(O)=C2\C(=O)C(=O)N(CCCN3CCOCC3)C2c2ccccn2)c1C (centres undefined)	1
30	Cc1ccc(C2NC(c3ccc(C)cc3)C(C)C(=O)C2C)cc1 (centres undefined)	-6
31	COCCSc1nc2c(c(=O)[nH]c(=O)n2C)n1CCCc1ccccc1	-4
32	COc1ccc(CCNC(=O)CSc2nnnn2-c2ccccc2OC)cc1OC	5
33	CC(C)c1ccc(NC(=O)C2CCCN(S(=O)(=O)c3cccs3)C2)cc1 (centres undefined)	-9
34	Cc1cc(-c2ccccc2)nc2cc(C(=O)N3CCCC3)nn12	-13
35	CCn1c(SCC(=O)N(C(C)C)C(C)C)nnc1-c1cc2ccccc2cc1O	-3
36	COc1ccccc1NC(=O)CCS(=O)(=O)c1ccccc1	-3
37	O=C(CCN1C(=O)c2ccccc2C1=O)N1CCN(C(=O)c2ccccc2)CC1	-3
38	COC(=O)c1c(N)n(-c2cc(OC)cc(OC)c2)c2nc3ccccc3nc12	-7
39	CN(C)C(=O)CSc1nnnn1C	-11
40	COC(=O)c1ccc(Oc2nc(N3CCCCC3)nc(N3CCOCC3)n2)cc1	0
41	O=C(Nc1ccc(C(F)(F)F)cc1)c1cc(S(=O)(=O)NCc2ccco2)ccc1F	-3
42	COc1ccc(OCCNC(=O)CSc2ccc(C(F)(F)F)cc2[N+](=O)[O-])cc1	-8
43	O=C(O)CN1CCNCC1	-7
44	CCOC(=O)c1ccccc1NC(=O)c1cc2sccc2n1C	-3
45	O=S(=O)(Nc1ccc(I)cc1)c1ccc2ccccc2c1	-5
46	C=CCN1C(=O)N(CC=C)c2cccc3cccc1c23	-7
47	CC(=O)Nc1cccc(C(=O)N2CCCCC2)c1	6
48	CC(=O)Nc1ccc(S(=O)(=O)N2CCN(c3ccc([N+](=O)[O-])c(NC(C)c4ccccc4)c3)CC2)cc1 (centres undefined)	-13
49	O=C1C2CCCN2C(c2ccccc2F)N1c1ccc(F)cc1 (centres undefined)	2
50	Cc1ccc(C)c(OCC(=O)Nc2ccc(Cl)c(C(F)(F)F)c2)c1C	0
51	COc1ccc(-n2c(=S)[nH]c3cc(C(=O)NCc4ccco4)ccc3c2=O)cc1OC	-5
52	COc1cccc(OCc2nc3ncc(Br)cc3[nH]2)c1	-9
53	Cn1c(SCC(=O)c2cc3ccccc3o2)nnc1-c1ccccc1	3
54	COc1ccc(C(=O)Nc2c3c(nn2-c2cccc(C)c2C)CSC3)cc1OC	-3
55	CC(C)Oc1ccc(N2CC(C(=O)Nc3ccccc3F)CC2=O)cc1 (centres undefined)	8
56	O=C(c1cccnc1)N1CCN(C(=O)c2cccs2)CC1	-7&1
57	COc1cc(C)c(NC2(c3ccccc3)C(=O)c3ccccc3C2=O)cc1C(C)C	-10
58	Cc1ccc(-c2nc(CS(=O)CC(=O)NCc3ccc(Cl)cc3)c(C)o2)cc1 (centres undefined)	1
59	COc1ccc(Cl)cc1NS(=O)(=O)c1ccc2c(c1)CC(C)N2C(C)=O (centres undefined)	-6
60	COc1cc2c(cc1OC)C(C)N(CCC#N)CC2 (centres undefined)	-2
61	Cc1ccc(S(=O)(=O)Nc2ccc(O)c(S(=O)(=O)c3ccc(C)cc3)c2)cc1	-2
62	CC(=O)c1cccc(NC(=O)c2ccc(N3CC4CC(C3)c3cccc(=O)n3C4)c(NS(=O)(=O)CC34CCC(CC3=O)C4(C)C)c2)c1 (centres undefined)	-21
63	CSc1ncc(Cl)c(C(=O)C(C#N)c2nc3c(C)cc(C)cc3c(=O)[nH]2)n1 (centres undefined)	-6
64	Cc1cccn2c(=O)c3cc(C(=O)NCc4cccnc4)sc3nc12	-9
65	CC(=O)N1c2c(cc(Br)cc2S(=O)(=O)CCC(=O)NC2CCCCCC2)CC1C (centres undefined)	-6
66	O=C(Nc1ccc2oc(-c3ccncc3)nc2c1)c1cc([N+](=O)[O-])ccc1Br	-20
67	CC(C)Oc1ccc(/C(O)=C2/C(=O)C(=O)N(CCN3CCOCC3)C2c2ccccc2)cc1 (centres undefined)	4
68	CCn1nc(NC(=O)c2cccnc2)c2cc3cccc(C)c3nc21	-25
69	Cc1occc1C(=O)n1nnc2ccccc21	0
70	COc1ccc(-c2nnn(CC(=O)N(CCO)C(C(=O)NC3CCCC3)c3ccc(F)cc3)n2)cc1 (centres undefined)	-13
71	CC(Nc1n[nH]c(=S)[nH]c1=O)C(=O)OCc1ccccc1 (centres undefined)	-3
72	CCOC(=O)N1CCN(S(=O)(=O)c2ccc3c(c2)CCN3C(=O)C2CCC2)CC1	0
73	COC(=O)c1ccccc1NC(=O)c1nc2nc(C)cc(C)n2n1	4
74	CCOC(=O)c1cnc2ccccc2c1Nc1ccccc1C	-6
75	COC(=O)c1cc(N2C(=O)C3C4c5ccccc5C(c5ccccc54)C3C2=O)ccc1Cl (centres undefined)	-6

In the list so far, 9 contain an NH in an aromatic ring.
#	SMILES	14-3-3 PPI
2	COC(=O)c1ccc(CSc2ncn[nH]2)o1	6
10	O=C(C1CCC(Cn2c(=S)[nH]c3ccccc3c2=O)CC1)N1CCN(C2CCCCC2)CC1 (centres undefined)	1
15	Cc1ccc(-n2c(SCc3cccnc3)nc3[nH]ncc3c2=O)cc1C	1
29	COC(=O)c1[nH]c(C)c(/C(O)=C2\C(=O)C(=O)N(CCCN3CCOCC3)C2c2ccccn2)c1C (centres undefined)	1
31	COCCSc1nc2c(c(=O)[nH]c(=O)n2C)n1CCCc1ccccc1	-4
51	COc1ccc(-n2c(=S)[nH]c3cc(C(=O)NCc4ccco4)ccc3c2=O)cc1OC	-5
52	COc1cccc(OCc2nc3ncc(Br)cc3[nH]2)c1	-9
63	CSc1ncc(Cl)c(C(=O)C(C#N)c2nc3c(C)cc(C)cc3c(=O)[nH]2)n1 (centres undefined)	-6
71	CC(Nc1n[nH]c(=S)[nH]c1=O)C(=O)OCc1ccccc1 (centres undefined)	-3

Carrying on:
#	SMILES	14-3-3 PPI
76	COCCN(CC(=O)NCc1ccccc1)C(=O)CCC(=O)Nc1ccccn1	-13
77	Cn1c(=O)c2c(nc(NCc3ccccc3)n2CC(=O)NCc2ccccc2)n(C)c1=O	6
78	Cc1ccccc1NCC(=O)Nc1c(C)cccc1C	-9
79	Cc1ccc(-n2nc3cc(C)c(NC(=O)c4ccco4)cc3n2)cc1	-17
80	Cc1cccc2oc(-c3ccc(N=Cc4ccc([N+](=O)[O-])cc4)cc3)nc12	-5
81	O=C(OCC#CCSc1nc2ccccc2s1)c1ccco1	-3
82	Cn1c(N=Cc2ccc3c(c2)OCO3)nc2ccccc21	-1
83	CN1C(=O)c2ccccc2C(C(=O)N2CCN(Cc3ccc4c(c3)OCO4)CC2)C1c1c[nH]c2ccccc12 (centres undefined)	8
84	COc1ccc(C(=O)Cn2c(NCCO)nc3ccccc32)cc1	-6
85	CC1=C(C(=O)OC2CCCCC2)C(c2ccccc2)C2=C(CC(C)(C)CC2=O)N1 (centres undefined)	5
86	c1ccc(CN2CCC(N3CCN(C4CC5CCC4C5)CC3)CC2)cc1 (centres undefined)	-10
87	CCOC(=O)c1nc(Nc2cccc(F)c2)c2ccccc2n1	-9
88	COc1ccc(NC(=O)C2C3C=CC4(O3)C2C(=O)N(Cc2cccs2)C4C(=O)NC2CCCCC2)cc1 (centres undefined)	-11
89	O=C(O)c1cccc(Cn2cc(Br)cn2)c1	-1
90	CCOc1ccc(NC(=O)N2CCCN(Cc3ccccc3Cl)C2)cc1	-8
91	CCCCN(CC)c1ncnc2c1sc1nc(CC)c3c(c12)CC(C)(C)OC3	-17
92	Cc1ccc2[nH]cc(C(=O)c3ccccc3)c(=O)c2c1	-15
93	Cc1ccc(NC2=Nc3ccccc3CS2)cc1	-1
94	COc1cccc(C(=O)Nc2ccc(-n3nncc3-c3ccc(Br)cc3)cc2)c1	-3
95	Cc1cc(C)cc(NC(=O)CCCC(=O)Nc2cc(C)cc(C)c2)c1	0
96	Cc1cc(C)nc(NS(=O)(=O)c2ccc(NC(=O)c3ccccc3C(=O)O)cc2)n1	4
97	Cn1c(-c2ccc([N+](=O)[O-])cc2)csc1=Nc1ccccc1	-2
98	Cc1nc2c(Br)c3nc(C(F)(F)F)[nH]c3c(Br)c2[nH]1	-2
99	CCn1ncc(Br)c1C(=O)Nc1nccs1	-5&-11
100	CCC(Oc1ccc2c3c(c(=O)oc2c1)CCC3)C(=O)OC (centres undefined)	3
101	CCC1CCCCN1S(=O)(=O)c1ccc(NC(=O)CSc2ncccc2C(=O)O)cc1 (centres undefined)	3
102	CCOC(=O)C1CCN(C(=O)c2cn(C)c(=O)c3cc(OC)c(OC)cc23)CC1	2
103	COc1ccc(-c2nc(CN3CCC(C(=O)NC4CCCc5ccccc54)CC3)c(C)o2)cc1OC (centres undefined)	-4
104	O=c1c2ccccc2nc(-c2ccc([N+](=O)[O-])cc2)n1-c1ccc2ccccc2c1	-11
105	O=C1OCCC1Sc1nc2ccccc2n1Cc1ccccc1 (centres undefined)	-6
106	CN1C(=O)NC(NC(=O)c2cccs2)(C(F)(F)F)C1=O (centres undefined)	-6
107	O=C1c2ccccc2C(=O)N1CCCOCc1c[nH]c(=O)[nH]c1=O	8
108	Cc1ccc(C(C)C)c(OCC(O)CNC(C)(C)C)c1 (centres undefined)	1
109	COc1ccc(C2C3=C(CC(C)(C)CC3=O)Nc3nc(SC)nn32)cc1 (centres undefined)	-2
110	COc1ccc(C(CC(=O)O)NC(=O)c2ccccc2Cl)cc1OC (centres undefined)	-6
111	Cc1nn(C(C)(C)C)c(OC(=O)c2ccc(Br)o2)c1Sc1ccccc1[N+](=O)[O-]	-9
112	O=C(Nc1ccc2c(c1)OCCO2)C1CCN(S(=O)(=O)Cc2ccccc2)CC1	-1
113	COC(=O)C1=C(N)OC2=C(C(=O)CCC2)C1c1ccccc1OCc1ccccc1Cl (centres undefined)	1
114	CC(=O)CSc1nc2c(c(=O)n(C)c(=O)n2C)n1Cc1ccc(Cl)cc1	0
115	Cc1c(Cl)cccc1NC(=O)c1noc2c1CC(C(C)(C)C)CC2 (centres undefined)	-12
116	CCOC(=O)c1cnc2c(OC)cccc2c1Nc1ccc(OC)cc1OC	-5
117	CCOc1cc(C2C(C(=O)OCc3ccc(OC)cc3)=C(C)NC3=C2C(=O)CC(C)(C)C3)cc(Cl)c1O (centres undefined)	-7

Bioassay records from PubChem.

These rows are one share of the data; rates above refer to the full screens.
